GLS inhibitor = qHTS for Inhibitors of Glutaminase (GLS) | Glutaminase kidney isoform, mitochondrial (Homo sapiens), O94925 | GLS enzymatic activity, qHTS titration | Potency, µM (series often up to 45.5 µM), without a hit: at the highest dose activity change, negative = inhibition, usual class: inhibitors | 410,000 compounds, 0.21% hits | AID 624170, 2012; note: potency is the fitted concentration of half-maximal effect; % is set by controls: 0 for no effect and ±100 for the full control effect
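Human kidney-isoform GLS in 45 mM KH2PO4 pH 8.2, 0.02% Tween-20, with compound, started with 1mM L-Glutamine (added stock). Glutamate oxidase/HRP/Amplex red coupled fluorescence read at start and after 30 min at RT.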
ALOX12 inh = Primary qHTS assay for inhibitors of human arachidonate 12S-lipoxygenase (ALOX12): Round 2; purified 12hLO, xylenol orange hydroperoxide absorbance; Potency, µM (series often up to 108 µM), without a hit: at the highest dose activity change, negative = inhibition, usual class: inhibitors; 580,000 compounds, 1.1% hits; AID 1671190, 2021; note: potency is the fitted concentration of half-maximal effect; % is set by controls: 0 for no effect and ±100 for the full control effect
Target sequence (P18054 whole entry, looked up): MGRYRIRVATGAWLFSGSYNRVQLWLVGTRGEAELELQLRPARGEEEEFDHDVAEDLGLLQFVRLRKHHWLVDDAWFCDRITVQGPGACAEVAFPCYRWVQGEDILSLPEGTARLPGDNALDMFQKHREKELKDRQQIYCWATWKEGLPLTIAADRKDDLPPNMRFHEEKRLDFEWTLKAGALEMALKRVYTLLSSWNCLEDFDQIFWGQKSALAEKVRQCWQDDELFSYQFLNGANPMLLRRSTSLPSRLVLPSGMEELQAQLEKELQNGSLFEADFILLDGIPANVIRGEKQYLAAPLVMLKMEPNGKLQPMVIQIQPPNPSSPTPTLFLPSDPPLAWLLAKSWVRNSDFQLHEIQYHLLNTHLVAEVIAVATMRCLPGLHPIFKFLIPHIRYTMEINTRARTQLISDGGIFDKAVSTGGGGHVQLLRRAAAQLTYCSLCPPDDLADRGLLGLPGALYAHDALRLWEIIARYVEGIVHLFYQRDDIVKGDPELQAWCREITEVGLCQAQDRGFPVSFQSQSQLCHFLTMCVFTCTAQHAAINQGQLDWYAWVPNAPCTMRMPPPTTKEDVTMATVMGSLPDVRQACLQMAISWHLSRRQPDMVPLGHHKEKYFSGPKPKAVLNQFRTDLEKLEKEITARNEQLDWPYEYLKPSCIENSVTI
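Purified human 12hLO (150 nM final) in 25 mM Hepes, 0.01% Triton X-100, pH 7.0 was preincubated 15 min at room temperature with compound. Then 40 uM arachidonic acid was added, 30 min. Hydroperoxide was read by Fe-XO absorbance ratio 573/405 nm.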
BAZ2B block = qHTS Assay for Inhibitors of BAZ2B | AID 504333, 2011 | Bromodomain adjacent to zinc finger domain protein 2B (Homo sapiens), Q9UIF8 | 360,000 compounds, 4.4% hits | Potency, µM (doses to about 114 µM), for the others: at the highest dose activity change, negative = inhibition, usual class: inhibitors | AlphaScreen BAZ2B-H3K14Ac peptide displacement; note: potency is the fitted concentration of half-maximal effect; % is set by controls: 0 for no effect and ±100 for the full control effect; nearly all actives have a fitted effect of over 60% in size
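In this displacement format the biotinylated H3(5-23) peptide acetylated at Lys14 serves as ligand at 50 nM, with BAZ2B at 50 nM in PBS pH 7.4 containing 0.01% Tween-20. Donor and acceptor beads are 10 ug/mL final.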
G9a block = qHTS Assay for Inhibitors of Histone Lysine Methyltransferase G9a; Histone-lysine N-methyltransferase EHMT2 (Homo sapiens), Q96KQ7; G9a H3K9 monomethylation, AlphaScreen, 2 h; Potency, µM (titrated, usually from 102 µM), inactives show at the highest dose activity, negative = inhibition, usual class: inhibitors; 350,000 compounds, 8.8% hits; AID 504332, 2011; note: potency is the fitted concentration of half-maximal effect; % is set by controls: 0 for no effect and ±100 for the full control effect; nearly all actives have a fitted effect of over 75% in size
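Signal arises when biotinylated H3K9 peptide, once monomethylated, bridges streptavidin donor and antibody-captured acceptor beads. Enzyme at 20 nM was preincubated 15 min with test compounds; peptide 500 nM and SAM 20 uM then reacted for 2 h.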
HP1b chromo inh = HTS for Inhibitors of HP1-beta Chromodomain Interactions with Methylated Histone Tails; Chromobox protein homolog 1 (Homo sapiens), P83916; AlphaScreen HP1-beta / biotin-H3K9me3 peptide binding; Potency, µM (top dose mostly 114 µM), inactives show top-dose activity change, negative = inhibition, most hits filed as inhibitors; 390,000 compounds, 0.56% hits; AID 540317, 2011; note: potency is the fitted concentration of half-maximal effect; nearly all actives have a fitted effect of over 70% in size; inactives centre near 23
Target sequence (P83916 whole entry, looked up): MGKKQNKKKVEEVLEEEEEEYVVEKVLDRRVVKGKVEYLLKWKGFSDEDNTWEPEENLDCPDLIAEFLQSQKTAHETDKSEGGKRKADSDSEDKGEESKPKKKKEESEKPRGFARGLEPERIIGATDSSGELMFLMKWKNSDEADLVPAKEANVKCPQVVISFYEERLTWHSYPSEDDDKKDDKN
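AlphaScreen: HP1-beta (50 nM) preformed 30 min with biotin-H3(1-18)K9me3 peptide (50 nM) in PBS pH 7.4, 0.01% Tween-20. Compound added for 30 min at RT, then streptavidin donor/nickel chelate acceptor beads (10 ug/mL) for 30 min.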
ERG-DNA inh = qHTS for Small Molecule Inhibitors of the ERG Ets/DNA interaction. fluorescence polarization, His-ERG Ets domain / labelled DNA. Potency, µM (series often up to 76.9 µM), inactives show at the highest dose FP activity, negative = inhibition, actives largely listed as inhibitors. 370,000 compounds, 0.028% hits. AID 624246, 2012; active = well fitted inhibition curve with a large enough effect in the polarisation, with a control signal flat; inconclusive = small, poorly fitted or top-dose-only effect, or effect the other way, or a change in a side signal; inactive = no such curve, though single readings can be large or run the other way; the % refers to the polarisation;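 note: polarization taken with two DNA probes labelled with fluorescein and Texas red; potency is the fitted concentration of half-maximal effect; % of control where 0% means no effect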
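His-tagged ERG Ets domain (1 uM in the protein solution; 300mM KCl, 50mM Tris-HCl, 1mM EDTA, 1mM DTT, pH 7.5) received compound, then a probe mix of 5 nM fluorescein-DNA and 100nM Texas-615-DNA. Fluorescence polarization was read for both dyes.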
RGS4 inhibitor = Inhibitors of Regulator of G Protein Signaling (RGS) 4: qHTS; Transcreener GDP fluorescence polarization, RGS4-accelerated GTP hydrolysis; Potency, µM (highest dose often 114 µM), inactives show top-dose activity change, negative = inhibition, most hits filed as inhibitors; 390,000 compounds, 0.039% hits; AID 504845, 2011; note: potency is the fitted concentration of half-maximal effect; % is set by controls: 0 for no effect and ±100 for the full control effect; nearly all actives have a fitted effect of over 75% in size; some results filed as inactive show a strong effect at the top dose
Target sequence (P49798 whole entry, looked up): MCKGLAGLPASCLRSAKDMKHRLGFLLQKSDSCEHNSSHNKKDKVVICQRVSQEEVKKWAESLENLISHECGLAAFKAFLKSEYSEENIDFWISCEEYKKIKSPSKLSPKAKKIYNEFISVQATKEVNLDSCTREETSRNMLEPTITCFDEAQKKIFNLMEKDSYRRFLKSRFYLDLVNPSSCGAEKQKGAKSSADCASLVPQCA
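MLSMR compounds (23 nl, pin-transferred) preincubated 10 min at room temperature with a 500nM (2x) first reagent, then RGS4 at 900nM (2x) plus Transcreener GDP mix added; fluorescence polarization (620/688 nm) read before and after 90 min at 30 °C.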
JMJD2A Tudor = qHTS Assay for Inhibitors of JMJD2A-Tudor Domain | Lysine-specific demethylase 4A (Homo sapiens), O75164 | AlphaScreen JMJD2A-Tudor / H3K4me3 peptide binding | Potency, µM (doses to about 114 µM), without a hit: top-dose activity change, negative = inhibition, usual class: inhibitors | 390,000 compounds, 4.4% hits | AID 504339, 2011; note: potency is the fitted concentration of half-maximal effect; % is set by controls: 0 for no effect and ±100 for the full control effect; nearly all actives have a fitted effect of over 50% in size
PI4K2A block = qHTS for small molecular inhibitors of PI4K2A; purified PI4K2A, ADP-Glo luminescence, 1 h; hits give low values; activity change, negative = inhibition, % at 76.9 µM; 420,000 compounds, 0.13% hits; AID 1346378, 2018; in the data active = activity change below about -50%; inconclusive = mostly about -30% to -49%;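 note: -100% = wells without enzyme as full effect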
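In this quantitative HTS, ADP production by PI4K2A was quantified luminescently after 1 h at ambient temperature; 100 microM adenosine served as plate-quality control.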
Starred values were filed as active, the others as inactive; ? = inconclusive; / = no result given; [ ] = another dose, or the depositor's remark. Unless noted, calls come from the whole dose curve; as a rule, active = well fitted curve in the direction sought with a large enough effect; inconclusive = small, poorly fitted or top-dose-only effect, or another doubt; inactive = no such curve, though single readings can be large; an effect the other way counts as inactive or inconclusive. An excerpt. The share of hits here may be higher or lower than overall.

SMILES | GLS inhibitor | ALOX12 inh | BAZ2B block | G9a block | HP1b chromo inh | ERG-DNA inh | RGS4 inhibitor | JMJD2A Tudor | PI4K2A block
CC1CCCC(C)N1C(=O)CSc1nccc(=O)[nH]1 (stereo unspecified) | 2% | 0% | -25% | 2% | 42%[activator] | -5% | -3% | 2% | 4
C[C@H](CO)N1C[C@H](C)[C@@H](CN(C)S(=O)(=O)c2ccc(F)cc2)Oc2ccc(NC(=O)C3CC3)cc2C1=O | 2% | 13% | / | / | 40%[activator] | -7% | 13% | -18% | 1
c1ccc(-c2cc3nccc(-c4ccccn4)n3n2)cc1 | -5% | -15% | 80%[activator] | 91%[activator] | 222%[activator] | -7% | -14% | 77%[activator] | -7
Cc1[nH]c2ccccc2c1C(=O)/C=C/c1ccccc1 | 2% | 58%[activator] | -12% | ? | -7% | 3% | 11% | -27% | -1
COc1ccc(OCC(=O)Nc2ccc3c(c2)n(C)c(=O)n3C)cc1 | 2% | 24% | ? | -43%[0.501 µM] | 7% | -3% | 16% | -15% | -3
Cc1cc(OCCOCCN(C)CCO)cc(C)c1Cl | 7% | 468%[activator] | -4% | -15% | 33% | -6% | -18% | -12% | -11
COCc1nnc(N)s1 | 9% | 0% | -29% | 0%[12.7 µM] | 15% | 4% | -11% | -5% | -11
O=C(Cn1c2ccccc2c(=O)c2ccccc21)Nc1ccccc1F | 6% | ? | 11% | -2%[59 µM] | 17% | 0% | -24% | -17% | -12
N#Cc1ccccc1NC(=O)CC1CCCCC1 | 2% | 195%[activator] | -4% | 16% | 37% | 1% | 26% | 14% | -3
CC(C)c1cnc2c(c1SCC(=O)NCc1ccccc1)c(=O)n(C)c(=O)n2C | -6% | -11% | 12% | 14%[59 µM] | 13%[57 µM] | 1% | -7% | -17% | 0
COc1ccccc1C(=O)NCc1ccncc1 | -2% | -3% | 23% | -5%[59 µM] | 25% | 0% | 12% | -13% | 4
COc1ccc(C2=NOC(Cn3nc(C(=O)NCc4ccccc4OC)cc3-c3ccccc3)C2)cc1 (stereo unspecified) | 4% | -8% | -4% | -7%[2.33 µM] | 12% | -16% | 11% | -17% | -1
CCCc1nc2sc3c(=O)n(N)cnc3c2c2c1CCCC2 | 5% | -9% | 0% | 13% | 48%[activator] | 6% | 4% | 9% | 1
CN1CCN(NC(=O)c2cccc3ccccc23)CC1 | 0% | 1% | 4% | 16% | 48%[activator] | 11% | -9% | 5% | -14
CCOc1ccc(-c2nc(=S)[nH][nH]2)cc1 | -3% | 25µM* | -2% | 1.4µM* | -19% | 0% | -54% | 7.1µM* | -12
COc1ccc(S(=O)(=O)N2CCOCC2)cc1NC(=O)CSc1nnc(N)s1 | -8% | 10% | 7% | 45µM* | 39% | -8% | -21% | -3% | 0
Cc1cc(Nc2c(C)n(C)n(-c3ccccc3)c2=O)c2ccccc2n1 | 4% | 9% | 5% | 6% | 21% | 11% | -1% | 1% | 3
Cn1c(=O)c2cc(C(=O)NC3CCCCCC3)sc2c2ccccc21 | -6% | ? | / | ? | 25% | 2% | -10% | ? | 0
O=C(c1cc(-c2ccc(F)cc2)nc2ccccc12)N1CCN(C2CCS(=O)(=O)C2)CC1 (stereo unspecified) | -2% | ? | -2% | -24%[12.7 µM] | 37% | 9% | 8% | -3% | -3
O=C(COC(=O)/C=C/c1ccc(F)cc1)Nc1nnc(-c2ccccc2)o1 | 2% | 0% | -9% | 55%[activator][12.7 µM] | 41%[activator] | -25% | -8% | -8% | 10

An excerpt of these results, as comma-separated lines:
canonical_smiles,GLS inhibitor,ALOX12 inh,BAZ2B block,G9a block,HP1b chromo inh,ERG-DNA inh,RGS4 inhibitor,JMJD2A Tudor,PI4K2A block
O=C(Cn1c2ccccc2c(=O)c2ccccc21)Nc1ccccc1F,6%,?,11%,-2%[59 µM],17%,0%,-24%,-17%,-12
N#Cc1ccccc1NC(=O)CC1CCCCC1,2%,195%[activator],-4%,16%,37%,1%,26%,14%,-3

(further entries)
SMILES | GLS inhibitor | ALOX12 inh | BAZ2B block | G9a block | HP1b chromo inh | ERG-DNA inh | RGS4 inhibitor | JMJD2A Tudor | PI4K2A block
COc1cc(NC(=S)N2CCc3ccccc3C2)cc(OC)c1 | 0% | 5% | -34% | -33% | 35% | -3% | -3% | -4% | -7
COc1cc2nc(N(CCCN(C)C)C(=O)c3ccc(S(=O)(=O)N4CCc5ccccc54)cc3)sc2cc1OC | 3% | ? | ? | 11µM* | ? | -8% | -20% | 50µM* | -1
CC(CCc1ccccc1)NC(=O)c1cncc(Br)c1 (stereo unspecified) | -14% | 0% | -5% | -4%[59 µM] | 28% | 1% | -3% | ? | -3
CCCSc1cc(NCCOC(C)=O)c([N+](=O)[O-])c2nonc12 | 1% | -7% | -20% | -28% | 12%[57 µM] | -6% | -17% | -18% | -2
Cc1cccn2c(=O)c3cc(C(=O)NC4CCCC4)c(=N)n(Cc4ccc(F)cc4)c3nc12 | -19% | -16% | -1%[57.1 µM] | -1% | 59%[activator] | 2% | -10%[56.9 µM] | 9% | 4
CCn1ccnc1CNC(=O)CC1C(=O)NCCN1Cc1ccc(F)cc1Cl (stereo unspecified) | 5% | 61%[activator] | -5% | 16%[0.0925 µM] | 48%[activator] | -4% | 23% | -5% | -1
Cc1ccnc(N2C(=O)c3cccc4c([N+](=O)[O-])ccc(c34)C2=O)c1 | 3% | -3% | 5% | ? | 2% | 2% | -2% | -25% | 6
Cc1csc(-c2cccnc2)n1 | 6% | -14% | -17% | 5% | 37% | 3% | 11% | 5% | -1
COc1ccccc1/C=C/C(=O)OCC(=O)N1c2ccccc2CC1C (stereo unspecified) | -3% | 6% | 3% | 19%[59 µM] | 32% | -6% | 27% | 5% | -2
O=C(O)c1ccc(CSc2nnc(-c3ccncc3)n2CC2CCCO2)cc1 (stereo unspecified) | -12% | 31%[activator] | -1% | 23%[59 µM] | 33% | -9% | -4% | -10% | -2
CN(CCCNC(=O)C1CCC(=O)N1Cc1ccc(F)cc1)c1ccccc1 (stereo unspecified) | 9% | -26% | -5% | 79µM* | 14% | -6% | 13% | -24% | 7
Cc1ccc(NC(=O)N2CCc3cc(S(=O)(=O)N4CCC(C)CC4)ccc32)cc1C | 3% | -13% | 1% | -1%[59 µM] | 31% | -4% | 0% | -6% | -7
Cc1ccccc1OCC(=O)Nc1ccc2nc(SCC(=O)N3CCCC3)sc2c1 | -1% | -16% | -11% | -33%[59 µM] | 51%[activator] | 0% | -14% | -8% | -9
CC(C)c1nc(Cl)c(C#N)c2c1CSC(C)(C)C2 | 7% | 0% | 3% | -5% | 15% | -9% | -52% | 7% | 3
CCCc1c(C(=O)N/N=C/c2ccccc2C(F)(F)F)nnn1-c1nonc1N | -4% | 0% | -8% | 24% | 43%[activator] | -6% | 4% | 0% | -1
O=C(CSc1nnc2scc(-c3ccc(Cl)cc3)n12)Nc1cccc(C(F)(F)F)c1 | -4% | -22% | 2% | -3%[59 µM] | 56%[activator] | 1% | 3% | 0% | 1
O=C(CC(=O)c1ccccc1)Nc1ccc([N+](=O)[O-])cc1 | -1% | -17% | / | / | -3% | 3% | 3% | -30% | 1
CCOC(=O)c1cn(C2CC2)c2c(F)c(NCCCN(C)C)c(F)cc2c1=O | ? | 43% | / | / | 1% | 4% | -20% | -10% | 1
N/C(CC(=O)Nc1ccc(F)c(Cl)c1)=N\OC(=O)c1cccs1 | 3% | -116% | 5% | / | 8% | -3% | 11% | -7% | -2
Cc1onc(-c2ccccc2Cl)c1C(=O)Nc1cc(=O)n(C)c(=O)n1C | -1% | -19% | / | / | 26% | 10% | 6%[11.4 µM] | 13%[57.1 µM] | 3
CN1CCN(C(=O)CCS(=O)(=O)c2cc3c(cc2Cl)NC(=O)CO3)CC1 | 2% | 17%[57.4 µM] | -1% | -13% | 18% | -13% | 14% | -10% | 4
CCOc1ccc(NS(=O)(=O)c2ccc3c(c2)CCCN3C(=O)C2CCC2)cc1 | 10% | 5% | -7% | -3%[59 µM] | 14%[57 µM] | 7% | -3% | -26% | -3
CCOC(=O)/C=C1\NC(C)(C)Cc2cc(OC)c(OC)cc21 | 9% | -26% | -2% | -4%[59 µM] | 14% | 1% | 28% | -19% | -1
Cc1ccc(C(=O)Nc2ccc(OCc3ccccc3)cc2)cc1[N+](=O)[O-] | 0% | -3% | 6% | -29%[59 µM] | 32% | 5% | -2% | -4% | 0

Full records, quoted from the list. Order of values: GLS inhibitor	ALOX12 inh	BAZ2B block	G9a block	HP1b chromo inh	ERG-DNA inh	RGS4 inhibitor	JMJD2A Tudor	PI4K2A block
CN1CCN(C(=O)CCS(=O)(=O)c2cc3c(cc2Cl)NC(=O)CO3)CC1 is listed as 2%	17%[57.4 µM]	-1%	-13%	18%	-13%	14%	-10%	4
CCOc1ccc(NS(=O)(=O)c2ccc3c(c2)CCCN3C(=O)C2CCC2)cc1 is listed as 10%	5%	-7%	-3%[59 µM]	14%[57 µM]	7%	-3%	-26%	-3

Source: PubChem BioAssay
